# Assay outcomes: PubChem BioAssay, Sanford-Burnham Center for Chemical Genomics
# H9c2 TAG inh: inhibitors of triacylglycerol accumulation, primary screen, cell-based, uHTS, fluorescence, H9c2 | inhibition, % at 12.5 µM | AID 651582, 2012 | H9c2 cells, Nile Red lipid (TAG) fluorescence; cells loaded with 200 µM oleic acid | actives 0.66% (n = 230,000);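 active means pattern-corrected inhibition of lipid staining of at least 50% with the nuclear-stain viability signal not falling by more than 50%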;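 further: 0% = DMSO wells and 100% = triacsin C control wells; some results filed as inactive read as strong as hits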
# H9c2 TAG inh DAPI viability: also measured in H9c2 TAG inh; calls as there; DAPI nuclei signal change (viability), lower = more cytotoxic, %;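 whole-well DAPI fluorescence read on a plate reader as a viability signal; minus 50 percent equals half of cells still viable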
# Active calls of the source: *; i = inactive.
SMILES,H9c2 TAG inh,H9c2 TAG inh DAPI viability
COc1cccc(OC)c1C(=O)NC(=S)Nc1ccc2c(c1)C(=O)N(C)C2=O,-3,11
COc1cccc(NC(=S)N(CCCN2CCOCC2)C(C)c2cc3ccccc3o2)c1 (stereo not given),2,3
Cc1cc(C(=O)NC2CCC(O)CC2)c(C)o1 (stereo not given),7,-4
Nc1nnnn1/N=C/c1cc(Cl)cc(Cl)c1O,2,6
C=CCC1NS(=O)(=O)OC2CCCCC12 (stereo not given),-20,11
O=C(Cn1cc(C(F)(F)F)ccc1=O)Nc1ccc2c(c1)OCCO2,-10,7
Cc1nnsc1C(=O)N1CCCC(C)(C(=O)NS(=O)(=O)C2CC2)C1 (stereo not given),-3,8
O=C(C[n+]1cc(-c2ccc(F)cc2)n2c1CCC2)N1c2ccccc2Sc2ccccc21,-17,15
O=C(CCCC(=O)NN=Cc1ccc(Cl)cc1Cl)NN=Cc1ccc(Cl)cc1Cl,-13,7
O=C(Cc1c(F)cccc1Cl)Nc1ccccc1C(=O)N1CCOCC1,-2,0
COC(=O)Cc1csc(/N=C/c2c(O)n(-c3cccc(C(F)(F)F)c3)c(=O)c3ccccc23)n1,21,i
NC(=O)NCCc1ccccc1,18,-4
COc1c(F)cc2[nH]c3c(c2c1F)CCNC3=O,-10,-4
CC(C)(C)OC(=O)[C@H](Cc1ccccc1)NC(=O)c1[nH]cnc1C(=O)Nc1cccc(Cl)c1,-26,-21
O=C(Oc1ccc([N+](=O)[O-])cc1)c1cc(-c2ccccc2)nc2ccccc12,-1,16
O=C(NCC1COc2ccccc2O1)c1cccc(S(=O)(=O)N2CCCCC2)c1 (stereo not given),14,-10
CCCC(C)NCC(=O)Nc1ccccc1-c1ccccc1 (stereo not given),6,-13
COc1ccc(N2CCN(C(=O)c3cccc(Br)c3)CC2)c([N+](=O)[O-])c1,-8,-4
CC(C)C[C@H](NC(=O)c1[nH]cnc1C(=O)Nc1ccc(CNC(=O)OC(C)(C)C)cc1)C(=O)OC(C)(C)C,4,1
O=C1N(O)C2(C=CCCC2)/C(=N\O)C12CCCCC2 (stereo not given),4,-4
CCN(CC)C(=O)[C@H]1C[C@H](CC(=O)NCCc2ccccn2)C(=O)N2CCc3c([nH]c4cc(-c5ccco5)ccc34)[C@]12C,7,42
CC(=O)c1cccc(CN2CCN(C(C)C)C(CCO)C2)c1 (stereo not given),3,-6
OC(c1ccc2ccccc2c1)c1ncc(-c2cccc3ccccc23)[nH]1 (stereo not given),-7,-7
O=P(CCNCc1ccco1)(c1ccccc1)c1ccccc1,-4,0
O=C(CSc1n[nH]c(-c2cccnc2)n1)Nc1ccccc1,9,-1
COCCn1c(C)cc(C(=O)COC(=O)c2ccc(NC(=O)CC#N)cc2)c1C,24,7
Cc1cccc2cc(CN(Cc3ccc(F)cc3)C(=O)C(F)(F)F)c3nnnn3c12,21,7
Fc1ccc(C(c2nnnn2C2CCCC2)N(Cc2ccco2)CC2CCCO2)cc1 (stereo not given),-58,-2
CCN(CC)C(=O)CC(c1ccc(N(C)C)cc1)c1c(O)cc(OC)cc1OC (stereo not given),-12,-5
CCOC(=O)CCCCCC(=O)Nc1ccc2c(c1)C(=O)N([C@H](C)CO)C[C@H](C)[C@@H](CN(C)S(C)(=O)=O)OCCCC[C@@H](C)O2,12,-6
O=C(Nc1ccccc1)N1CCc2ccccc21,-12,12
CSCCC1NC(=O)N(CC(=O)Nc2c(Cl)cc(Cl)cc2Cl)C1=O (stereo not given),11,-6
CC(C)n1nc(C(=O)NCCc2ccc(S(N)(=O)=O)cc2)c2ccccc2c1=O,-17,15
CC(C)NC(=S)Nc1ccc2[nH]c(=O)[nH]c2c1,2,-2
CC(C)(C)c1ccc(/C=N/n2cnnc2)cc1,4,-8
O=C(Cc1c(C(=O)O)[nH]c2ccccc12)NC1CCCC1,-1,-6
COc1cccc(NC(=O)NCc2c(-c3ccccc3)noc2C)c1,-19,10
NC(=Nc1ccc(Cl)cc1)c1ccccc1,-27,2
CCCC(=O)N1CCC1(C)C(=O)NS(=O)(=O)c1cccc(Cl)c1 (stereo not given),1,-5
CC(=O)c1c(C)nc2ccc([N+](=O)[O-])cc2c1-c1ccccc1,8,-3
COc1ccccc1CNC(=O)c1n[nH]c2ccccc12,-15,-10
O=[N+]([O-])c1ccc(CN2CC(N3CCC(Cc4ccccc4)CC3)CS2(=O)=O)cc1 (stereo not given),-19,12
O=C1c2ccccc2N[C@@H]2C=CC[C@@H]2N1O,65,-60
CC1=Nc2ccccc2N=C(NC(=O)CSC(=S)N2CCCCC2)C1c1ccccc1 (stereo not given),-27,-1
Cn1c(CCC(=O)Nc2ccccc2F)nnc1SCC(=O)Nc1ccccc1Cl,-11,-4
COc1cc(C(=O)N2C(=O)CCC2=O)cc(OC)c1OC,5,-4
O=C1NC(=S)NC1=Cc1ccc(Cl)cc1Cl,4,0
Cc1ccc(C(=O)O/N=C(\N)Cc2cccs2)cc1[N+](=O)[O-],3,-7

# Full records, quoted from the list:
# CC(=O)c1c(C)nc2ccc([N+](=O)[O-])cc2c1-c1ccccc1 across the screens: H9c2 TAG inh = 8; H9c2 TAG inh DAPI viability = -3
# CC1=Nc2ccccc2N=C(NC(=O)CSC(=S)N2CCCCC2)C1c1ccccc1 (stereo not given) across the screens: H9c2 TAG inh = -27; H9c2 TAG inh DAPI viability = -1
# O=C1NC(=S)NC1=Cc1ccc(Cl)cc1Cl across the screens: H9c2 TAG inh = 4; H9c2 TAG inh DAPI viability = 0

# Further compounds:
SMILES,H9c2 TAG inh,H9c2 TAG inh DAPI viability
CC(O)[C@H]1CNC(=O)C(=O)N1CCCCC1CCCCC1 (stereo not given in full),-6,-1
Oc1ccc(-c2csc(NCc3ccco3)n2)cc1,-13,2
CCn1nc(C)c(/C=N/NC(=O)c2ccc3c(c2)c(C)c(C)n3Cc2ccccc2)c1C,-16,16
CC(=O)c1ccc(NC(=O)CSc2ccc3nnc(-c4ccccn4)n3n2)cc1,10,-5
COc1cc(C)cc(C(=O)C=Cc2ccccc2)c1O,-5,9
O=[N+]([O-])c1ccccc1S(=O)(=O)NCCSc1ccccc1,-5,8
O=C(CN1CC[C@@]2(O)CCCC[C@H]2[C@@H]1c1ccc(F)cc1)NCc1ccco1,1,2
O=c1cc(-c2ccccc2)[nH]n1-c1nc2ccccc2[nH]1,8,5
Cc1ccc(Cn2c(C)c3cnn(CC(=O)NCCN4CCOCC4)c(=O)c3c2C)cc1,-1,-4
COc1cc(C(=O)N[C@H](C(=O)Nc2nnc(C3CC3)s2)C(C)C)cc(OC)c1OC,1,-1
CCC(=O)N1CC2(CC(c3cccc([N+](=O)[O-])c3)=NO2)C[C@H]1C(=O)NCC(N)=O (stereo not given in full),3,-4
O=C1CCCCC1Nc1ccc(Cl)cc1 (stereo not given),-8,-2
CCN(CC)C(=O)Cc1c(O)c2ccccc2[nH]c1=O,6,2
CC1(C)C(N(O)C(=O)Nc2ccccc2)N(c2cccc(Cl)c2)C(=O)N1O (stereo not given),-44,8
Cc1ccc(-c2noc(C3CCCN(C(=O)c4cccc(F)c4)C3)n2)cc1 (stereo not given),-3,0
CC(C)Cn1c(=O)c2c(nc3n2CCCN3CCc2ccccc2)n(C)c1=O,-111,-7
Cc1nn(CC(=O)NC2C(=O)N3C(C(=O)O)=C(CSc4nnnn4C)CSC23)cc1Br (stereo not given),3,17
Cc1cc(C(=O)CN2C(=O)c3cccc(N)c3C2=O)c(C)n1Cc1cccs1,-13,4
N#CC1(NC(=O)CN2c3cccc4cccc(c34)S2(=O)=O)CCCCC1,-11,1
CCCCn1nnnc1SCC(=O)c1ccccc1F,-7,1
CCCN(C(=O)c1cnccn1)c1c(N)n(Cc2ccccc2)c(=O)[nH]c1=O,2,-1
CCOc1cc(C2NC(=O)NC(c3ccccc3)=C2C(=O)c2ccccc2)c(Br)cc1OCC(=O)O (stereo not given),5,-2
CCOC(=O)N1CCN(C(=O)C2CCCCC2)CC1,-15,9
CC1CCCN(C(=O)C2CCN(CC3CC=CCC3)CC2)C1 (stereo not given),3,-11
COc1ccc(-c2csc(NC(=O)c3ccccc3F)n2)cc1,-11,9
Cc1cccc(Nc2nnc(SCC(=O)c3c(N)n(C4CC4)c(=O)[nH]c3=O)s2)c1C,-24,10
C[n+]1cccc(C(=O)NNC(=O)C23CC4CC(CC(C4)C2)C3)c1,7,8
O=C(CSc1cn(Cc2ccccc2)c2ccccc12)NCc1ccc(F)cc1,12,-13
Cc1ccc2sc(N(CCCN(C)C)C(=O)c3ccc(S(=O)(=O)N4CCOCC4)cc3)nc2c1C,10,4
O=c1c2ccccc2oc2ccc(NCCCN3CCOCC3)cc12,-1,2
Cc1cc(SCC(=O)c2ccccc2)n2ncc(-c3ccccc3)c2n1,-37,-6
CCn1c(SCc2nc3ccccc3s2)nnc1-c1ccccc1,-20,6
CCCn1c(N2CCN(Cc3ccc(Cl)cc3)CC2)nc2ccccc21,-32,13
COC(=O)c1ccccc1NC(=O)N1CCN(C(=O)c2ccco2)CC1,4,-4
COc1ccc(-c2noc(CCCCC(=O)N3CCN(c4cc(C)ccc4C)CC3)n2)cc1,-26,13
COc1cc2c(cc1OC)-c1cc(Nc3ccc(N(C)C)cc3)nc(=O)n1CC2,-13,7
CCOc1ccc(OCCNC(=O)c2oc3ccccc3c2COC)cc1,-6,5
Cc1ccccc1NC(=O)CCN1CCN(C/C=C/c2ccccc2)CC1,25,-12
CSc1nc2ccccc2n1C(=O)NC1CCCCC1,-1,5
O=C(Nc1ccc2c(c1)OCO2)NC1(C(F)(F)F)Oc2ccccc2O1,25,-4
C[C@H]1CN([C@@H](C)CO)C(=O)c2cc(NC(=O)C3CCCCC3)ccc2O[C@H]1CN(C)S(=O)(=O)c1ccccc1,18,-5
Fc1ccc(-c2cnc3n2CCCCC3)cc1,19,8
C[C@@H]1CN([C@@H](C)CO)C(=O)c2cccc(NC(=O)c3ccncc3)c2O[C@@H]1CN(C)Cc1ccc(-c2ccccc2)cc1,30,9
COc1ccc(NC(=O)/C(=C/c2ccc3c(c2)OCO3)NC(C)=O)cc1,-10,-6
COc1ccc(NC(=S)N2CCC(C(=O)c3ccc(F)cc3)CC2)c(OC)c1,16,0
Cc1cc(NC(=O)COC(=O)c2cc(S(=O)(=O)N(C)c3ccccc3)ccc2Cl)no1,7,2
NC(=O)C1CCN(c2nc(-c3ccccc3F)cs2)CC1,17,-12
CC(=O)c1ccc(NC(=O)C2CCCNC2=O)cc1 (stereo not given),3,-14

# Pulled one by one from the entries so far, 6 records:
SMILES,H9c2 TAG inh,H9c2 TAG inh DAPI viability
COc1ccc(NC(=O)/C(=C/c2ccc3c(c2)OCO3)NC(C)=O)cc1,-10,-6
CSc1nc2ccccc2n1C(=O)NC1CCCCC1,-1,5
Cc1ccccc1NC(=O)CCN1CCN(C/C=C/c2ccccc2)CC1,25,-12
CCOc1ccc(OCCNC(=O)c2oc3ccccc3c2COC)cc1,-6,5
COc1ccc(NC(=S)N2CCC(C(=O)c3ccc(F)cc3)CC2)c(OC)c1,16,0
O=C(Nc1ccc2c(c1)OCO2)NC1(C(F)(F)F)Oc2ccccc2O1,25,-4

# Later entries.
SMILES,H9c2 TAG inh,H9c2 TAG inh DAPI viability
Nc1ccc(N=Nc2ccc(N)cc2)cc1,-1,-2
CC1CN(CCCCOc2ccc(F)cc2)CC(C)O1 (stereo not given),-4,1
O=C(Nc1nnc([C@H]2C[C@H](O)[C@@H](CO)O2)s1)c1cccc(OC(F)(F)F)c1,12,-4
O=C(N/C(=C/c1ccc(Br)cc1)C(=O)N1CCCC1)c1cccs1,-7,-7
O=c1c2ccccc2ncn1-c1cccc(Br)c1,10,-6
Fc1ccccc1CSc1nnc2ccc(-c3ccncc3)nn12,8,-11
Cc1ccc(NC(=O)CN(C)CC(=O)Nc2ccccc2C#N)cc1,-3,3
O=S1(=O)[C@H]2C[C@@H]3C=C[C@]2(CN1Cc1ccc(C(F)(F)F)cc1)O3,14,-13
CCc1nnc(-n2nc(C)cc2-c2ccccc2)n1N,4,-8
Cc1cccc(C(=O)N2CCc3c([nH]c4ccccc34)C2CC(C)C)n1 (stereo not given),-17,9
CCCCn1c(-c2ccsc2)nc2c1c(=O)[nH]c(=O)n2CCC,0,-4
CCCCN1C(=N)N([C@@H](CCC)CN2CCC[C@H]2CN2C(N)=NC[C@H]2CC(C)C)C[C@H]1Cc1ccccc1,2,24
Cc1noc(C)c1NC(=O)Nc1ccc2c(c1)C(=O)N([C@H](C)CO)C[C@H](C)[C@@H](CN(C)C(=O)Nc1ccc3c(c1)OCO3)O2,-4,-5
C1CN(CCN2CCOCC2)CCN1,-14,7
O=S(=O)(Nc1cc(S(=O)(=O)N2CCOCC2)ccc1Cl)c1ccccc1,-5,-9
CCCCn1c2ccccc2c2cc(CC(N)=O)ccc21,17,7

# Structures above with a tert-butyl group, in the order listed:
SMILES,H9c2 TAG inh,H9c2 TAG inh DAPI viability
CC(C)(C)OC(=O)[C@H](Cc1ccccc1)NC(=O)c1[nH]cnc1C(=O)Nc1cccc(Cl)c1,-26,-21
CC(C)C[C@H](NC(=O)c1[nH]cnc1C(=O)Nc1ccc(CNC(=O)OC(C)(C)C)cc1)C(=O)OC(C)(C)C,4,1
CC(C)(C)c1ccc(/C=N/n2cnnc2)cc1,4,-8

# Only part of the results is shown. The share of hits here may be higher or lower than overall.
